STK33 inh: inhibitors of purified STK33 kinase, primary screen, biochemical, ADP-Glo luminescence, homogeneous, cell-free. Serine/threonine-protein kinase 33 (Homo sapiens), Q9BYT3. MBP phosphorylation. inhibition, % at 10 µM. 0.073% of 320,000 active. AID 2661, 2010;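 active = inhibition at or above 25%, using the most active replicate where run in duplicate; inactive = inhibition below 25%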
Target sequence (Q9BYT3 whole entry, looked up): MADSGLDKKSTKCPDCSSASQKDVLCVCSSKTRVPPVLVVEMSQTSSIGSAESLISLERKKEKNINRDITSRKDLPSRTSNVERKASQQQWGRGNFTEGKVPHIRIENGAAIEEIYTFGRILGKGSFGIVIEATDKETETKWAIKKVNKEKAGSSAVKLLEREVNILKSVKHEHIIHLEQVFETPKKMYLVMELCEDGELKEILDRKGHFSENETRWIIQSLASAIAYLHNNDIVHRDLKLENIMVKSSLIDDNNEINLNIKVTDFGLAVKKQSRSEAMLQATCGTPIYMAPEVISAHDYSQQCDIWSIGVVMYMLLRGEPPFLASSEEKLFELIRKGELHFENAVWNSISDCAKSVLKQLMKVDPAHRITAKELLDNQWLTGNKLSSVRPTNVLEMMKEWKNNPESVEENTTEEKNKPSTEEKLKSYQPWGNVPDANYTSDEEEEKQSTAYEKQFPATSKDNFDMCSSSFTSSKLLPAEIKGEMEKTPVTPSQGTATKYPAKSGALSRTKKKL
OX1R antag: antagonists of human orexin 1 receptor (OX1R); Orexin/Hypocretin receptor type 1 (Homo sapiens), O43613; OX1R-expressing cells, FRET antagonist read-out; inhibition, % at 6.6 µM; 1.8% of 330,000 active; in the data active = inhibition mostly above about 38%, no sharp cut-off; inactive = mostly below about 40%;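 note: 0% = agonist challenge alone and 100% = reference antagonist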
Target sequence (O43613 whole entry, looked up): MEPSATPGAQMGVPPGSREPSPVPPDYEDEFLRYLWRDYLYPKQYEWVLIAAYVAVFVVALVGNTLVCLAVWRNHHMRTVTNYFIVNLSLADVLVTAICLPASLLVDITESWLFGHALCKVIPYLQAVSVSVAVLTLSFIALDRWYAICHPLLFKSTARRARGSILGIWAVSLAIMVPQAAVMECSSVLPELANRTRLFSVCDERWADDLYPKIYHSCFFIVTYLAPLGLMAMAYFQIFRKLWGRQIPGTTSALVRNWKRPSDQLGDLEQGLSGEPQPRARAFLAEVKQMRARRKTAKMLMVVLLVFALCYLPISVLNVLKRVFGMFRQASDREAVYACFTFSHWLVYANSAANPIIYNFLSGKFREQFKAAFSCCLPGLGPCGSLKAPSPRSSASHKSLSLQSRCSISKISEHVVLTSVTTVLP
KCNQ2 block: KCNQ2 potassium channel inhibitors, primary screen, cell-based, CHO-K1, FluxOR thallium flux, B-score (AID 2156). 1.1% of 310,000 active. 20 min; active compounds read low. B-score at 10 µM;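 active = fluorescence ratio B-score at most minus 3 library SDs, with starting brightness B-score within 2 library SDs, cut at about -5.5 in these data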
Numbers without * were called inactive; i = inactive; . = no result given.

SMILES	STK33 inh	OX1R antag	KCNQ2 block
COc1ccccc1/C=C(/NC(=O)c1ccccc1)C(=O)NCCN1CCOCC1	-2.0	5	i
C#CC[N+](CC)(CC)CC#Cc1cccc(Cl)c1	0.7	13	i
O=C(NNC1=Nc2cc([N+](=O)[O-])ccc2OC1)c1ccccc1Cl	0.3	32	i
COc1cccc(/C=N/NC(=O)CC2C(=O)NN=C2C)c1O (stereo not drawn)	-0.1	10	i
CN1CCc2c(sc(/N=C/c3c[nH]c4ccccc34)c2C#N)C1	1.2	9	i
Cc1cc2nsnc2c(S(=O)(=O)NCC(=O)O)c1C	1.1	27	i
COc1cccc(-c2nnc3sc(-c4ccco4)nn23)c1	-0.6	20	i
CCOc1ccc(OCC)c(NC(=O)C2CCCN2S(=O)(=O)c2cccc3cccnc23)c1 (stereo not drawn)	-0.8	38	i
CCN(CC)c1ccc(/C=N/NC(=O)c2ccc(Br)o2)cc1	-1.8	91*	i
C=CC[C@@H](CC(=O)N(CCO)Cc1ccccc1)C(=O)N[C@H](COC(=O)[C@@H](CC=C)Cc1ccc(F)cc1)C(C)(C)C	-0.9	9	.
CC(=O)CCc1oc2ccc(C)cc2c1-c1ccc(C)o1	1.0	13	i
CCO[C@H]1OC(C(=O)Nc2ccccc2)=C[C@@H](C2CC2)[C@@H]1CCCO	-1.3	20	i
CC1CCc2c(sc3ncnc(NCc4cccnc4)c23)C1 (stereo not drawn)	1.4	26	i
C/C(=N\NC(=O)NC1CCCCC1)c1ccc(OC(F)F)cc1OC(F)F	-0.7	24	i
C=CCn1c(SCc2ccc(C(=O)Nc3nccs3)cc2)nnc1-c1ccc(C)c(Cl)c1	2.1	79*	i
COCCN(C(=O)c1csnn1)C(C(=O)NC1CCCCC1)c1ccc(C)cc1 (stereo not drawn)	-0.3	11	i

Quoted from the listing.
`CCN(CC)c1ccc(/C=N/NC(=O)c2ccc(Br)o2)cc1` – OX1R antag: 91*
`C=CC[C@@H](CC(=O)N(CCO)Cc1ccccc1)C(=O)N[C@H](COC(=O)[C@@H](CC=C)Cc1ccc(F)cc1)C(C)(C)C` – STK33 inh: -0.9
`C=CCn1c(SCc2ccc(C(=O)Nc3nccs3)cc2)nnc1-c1ccc(C)c(Cl)c1` – OX1R antag: 79*
`CC(=O)CCc1oc2ccc(C)cc2c1-c1ccc(C)o1` – STK33 inh: 1.0
`CC1CCc2c(sc3ncnc(NCc4cccnc4)c23)C1` (stereo not drawn) – OX1R antag: 26

More results follow:
SMILES	STK33 inh	OX1R antag	KCNQ2 block
COc1ccc(N(CC(O)Cn2nnc3ccccc32)S(=O)(=O)c2ccc(C)cc2)cc1 (stereo not drawn)	-1.2	8	i
CCOc1ccccc1NC(=O)COC(=O)/C=C/c1cccs1	11	13	.
COCCN1C(=O)C(=O)/C(=C(/O)c2ccc(C)cc2)C1c1ccccn1 (stereo not drawn)	-0.9	35	i
N#C/C(C(=O)N1CCOCC1)=C1/SC(Cc2ccccc2Cl)C(=O)N1c1ccccc1 (stereo not drawn)	5.7	27	i
Cc1[nH]c2ccc(F)cc2c1CCN(Cc1cccnc1)C(=S)Nc1ccccc1	-0.2	19	i
CC(C)(C)OC(=O)CNC(=O)c1[nH]cnc1C(=O)N[C@@H](Cc1ccccc1)C(=O)OCc1ccccc1	-0.7	4	i
O=C(c1cc2ccccc2s1)N1CCOCC1	-0.9	7	i
O=C(Nc1ccc(Cl)cc1C(=O)N1CCCCC1)c1ccco1	-0.9	8	i
N/C(=N\OC(=O)c1csnn1)c1ccc(C(F)(F)F)cc1	-0.4	13	i
COc1cccc(CC(NC(C)=O)C(=O)NC2CCN(c3nnnn3-c3ccccc3)CC2)c1 (stereo not drawn)	-1.3	23	i
CNC[C@H]1Oc2c(NC(=O)C3CC3)cccc2C(=O)N([C@H](C)CO)C[C@@H]1C	1.9	4	.
O=C(C1CCCN(c2ncnc3c2nc2n3CCCCC2)C1)N1CCCCC1 (stereo not drawn)	3.8	4	i
COc1cc(NC(=O)c2ccc(COCC(F)(F)F)o2)cc(OC)c1OC	-1.8	13	i
CC(NC(=O)c1cn(C)c2ccc(S(=O)(=O)N3CCCC3)cc2c1=O)c1ccc2c(c1)OCCO2 (stereo not drawn)	-1.4	16	i
O=C(C[C@H]1C/C=C\C[C@@H](Cc2ccc(F)cc2)C(=O)OC[C@@H]2CCCN2C1=O)NCCO	-1.2	-1	.
O=C(CCc1nnc(C2(c3ccc(Cl)cc3)CCC2)o1)NC1CC1	-0.9	8	i
O=C(C[C@@H]1C/C=C/CCCC(=O)O[C@H](c2ccccc2)CNC1=O)NCCO	-0.4	3	.
O=C(NC1CCCC1)C1CC(=O)N(c2ccc(F)cc2)C1 (stereo not drawn)	-1.0	10	i
Cc1cc(=O)oc2cc(OCC(=O)OCC(=O)Nc3c(C)n(C)n(-c4ccccc4)c3=O)ccc12	-1.0	2	i
O=C(/C=C/c1ccccc1)Nc1cccc(C(=O)O)c1	.	10	i
CC(C)(C)C1=C(C#N)C(c2ccc3c(c2)OCO3)C(C#N)=C(N)O1 (stereo not drawn)	1.3	34	i
Cn1cnnc1SCc1ccc(C(=O)N=Nc2c(O)n(C)c3ccccc23)cc1	1.6	139*	i
CCn1c2ccccc2c2nnc(SCc3ccc(C(=O)OC)o3)nc21	-0.5	26	i
CCOC(=O)C1(Cc2cccc(OC)c2)CCN(CC=C(C)C)CC1	-0.2	15	i
CCO[C@@H]1OC(C(=O)NCc2ccccc2)=C[C@H](C2CC2)[C@H]1CCCO	-0.2	11	i
CCN(CC(=O)Nc1ccc(NC(C)=O)cc1)C(=O)C(c1ccccc1)c1ccccc1	-0.9	46	i
CCOc1ccc(N(CC)C(=O)c2nn(-c3ccc(OC)cc3)c(=O)c3c2c2ccccc2n3C)cc1	0.4	22	i
COC(=O)c1sccc1S(=O)(=O)NC(C)c1cnn(-c2ccc(OC)cc2)c1C (stereo not drawn)	-2.3	28	i
CN=C1SC(CC(=O)Nc2ccc(N3CCOCC3)cc2)C(=O)N1C (stereo not drawn)	-0.7	17	i
O=C(CCC(=O)c1cccs1)Nc1ccc(F)c(F)c1F	-0.3	8	i
COc1cccc(Nc2nc(-c3sc(C)nc3C)cs2)c1	1.9	8	i
CNS(=O)(=O)c1cc(S(=O)(=O)NC)c2cccc3c2c1NC3=O	8.4	66*	i

By substructure, the compounds so far with an NH in an aromatic ring.
SMILES	STK33 inh	OX1R antag	KCNQ2 block
CN1CCc2c(sc(/N=C/c3c[nH]c4ccccc34)c2C#N)C1	1.2	9	i
Cc1[nH]c2ccc(F)cc2c1CCN(Cc1cccnc1)C(=S)Nc1ccccc1	-0.2	19	i
CC(C)(C)OC(=O)CNC(=O)c1[nH]cnc1C(=O)N[C@@H](Cc1ccccc1)C(=O)OCc1ccccc1	-0.7	4	i

Additional entries:
SMILES	STK33 inh	OX1R antag	KCNQ2 block
CN(CC(=O)Nc1ccc(F)c(F)c1F)C(=O)C1CCC1	0.5	15	i
COC(=O)c1c(NC(=O)COC(=O)c2ccc(Cl)cc2[N+](=O)[O-])sc2c1CCCCC2	-1.9	0	i
CC(C)[C@H](NC(=O)c1ccco1)C(=O)OCc1cc(=O)n2c(n1)sc1ccccc12	-0.8	8	i
CCOP(=O)(OCC)C(C#N)=C1SCN(c2ccc(Cl)cc2)CS1	0.4	11	i
CCOC(=O)c1c(S(=O)(=O)Nc2ccc(C)c(F)c2)c(C)n(C)c1C	-1.3	13	i
COc1ccccc1CNCc1ccc(OC)c2ccccc12	-0.3	46	i
Fc1ccccc1COc1cccc2cccnc12	-1.1	21	i
COc1ccc(C(=O)NCCC(=O)N2CCC3(CC2)NCCc2[nH]cnc23)cc1	-1.8	17	i
COC(=O)C(NC(C)=O)(Nc1ccccc1)C(=O)OC	-0.8	5	i
COCCn1c(=NC(=O)CCS(=O)(=O)c2ccccc2)sc2ccccc21	-0.6	18	i
O=C(CCN1C(=O)/C(=C/c2ccc(F)cc2)SC1=S)NNC(=O)c1ccncc1	-0.3	19	i
Cc1cccc(S(=O)Cc2ccc(C(=O)N3CCN(C(=O)c4ccco4)CC3)o2)c1 (stereo not drawn)	0.1	8	i
Cc1ccc(-c2nc(-c3ccccn3)sc2CC(=O)O)cc1	-1.8	36	i
O=C1CC(c2ccccc2)CC(=NCCO)/C1=C(\O)CCCN1C(=O)c2ccccc2C1=O (stereo not drawn)	-0.2	3	i
CCOc1ccccc1NC(=O)CSc1nc2c(c(=O)n(C)c(=O)n2C)n1C	-0.8	24	i
COc1ccc(S(=O)(=O)N(C)C[C@H]2Oc3c(NC(=O)CCC(F)(F)F)cccc3C(=O)N([C@H](C)CO)C[C@@H]2C)cc1	-1.7	4	.
Cc1cccc(C)c1OCC(=O)Nc1oc(-c2ccccc2)c(-c2ccccc2)c1C#N	-2.1	28	i
O=C(COC(=O)c1cc(Br)ccc1O)NNC(=O)c1ccc([N+](=O)[O-])cc1	.	43	i
COCC(=O)Nc1nc2ccccc2s1	-0.1	17	i
O=C(COC(=O)c1ccccc1-n1cnnn1)c1ccc(F)cc1	-1.2	6	i
CN(C)c1cccc(C(=O)Nc2nc3ccccc3[nH]2)c1	5.3	5	i
O=C(c1ccccc1Cc1ccccc1)N1CCN(S(=O)(=O)c2ccc(F)cc2)CC1	.	9	i
CCOCCCNC(=O)COC(=O)/C=C/c1ccc(S(=O)(=O)N2CCc3ccccc32)cc1	0.1	5	i
CC(=O)c1c(N2CCOCC2)nc(=S)n(-c2cc(C)ccc2C)c1C	1.7	-5	i
O=Cc1cccnc1SCc1ccccc1	0.5	-6	i
C=CCN(CC=C)C(=O)Nc1cc(Cl)ccc1OC	-1.0	7	i
CCO/C=C/C(O)(CNC(=O)c1ccc(C(C)(C)C)cc1)C(F)(F)F (stereo not drawn)	-0.8	29	i
O=C(NCCCCNC(=O)c1ccccc1Cl)c1ccccc1Cl	0.0	13	i
CN(CC(=O)Nc1cccc(F)c1)C(=O)CN1C(=O)C2CC=CCC2C1=O (stereo not drawn)	.	14	i
Cc1cc(C)c(S(N)(=O)=O)c(C)c1N(C)S(=O)(=O)c1ccccc1	-0.3	22	i
Cc1c(CCO)c(=O)n(-c2ccccc2)n1S(=O)(=O)c1ccc(Cl)cc1	-2.7	-1	i
CC(=O)Nc1ccc2nc(SCC(=O)Nc3ccc(N4CCOCC4)c(Cl)c3)sc2c1	-0.5	7	i
CC(C)(C)OC(=O)CNC(=O)c1nc[nH]c1C(=O)N1CCN(C(=O)OC(C)(C)C)CC1	-1.1	8	i
COc1cccc(C2C3=C(Nc4[nH]n(-c5ccccc5)c(=O)c42)c2ccccc2C3=O)c1 (stereo not drawn)	2.1	28	.
O=C1C(Cc2ccccc2)Nc2ncnc(N3CCN(c4ccccc4)CC3)c2N1Cc1ccccc1 (stereo not drawn)	0.3	24	i
O=C(NC1CCCCC1)C(c1ccco1)N(Cc1cccnc1)C(=O)C1COc2ccccc2O1 (stereo not drawn)	-0.9	4	i
Cc1cc(Cl)c2oc(C(=O)N3CCN(C4CCS(=O)(=O)C4)CC3)c(C)c2c1 (stereo not drawn)	1.2	18	i
CCC(Sc1nc2ccccc2o1)C(=O)Nc1nnc(C)s1 (stereo not drawn)	-1.3	11	i
Clc1ccc(-c2csc3ncnc(NCCN4CCOCC4)c23)cc1	1.5	15	i
CC1CCCCN1C(=O)c1cc(-c2ccc3c(c2)OCO3)on1 (stereo not drawn)	-0.6	19	i

Compounds from the list above containing bromine (two):
SMILES	STK33 inh	OX1R antag	KCNQ2 block
CCN(CC)c1ccc(/C=N/NC(=O)c2ccc(Br)o2)cc1	-1.8	91*	i
O=C(COC(=O)c1cc(Br)ccc1O)NNC(=O)c1ccc([N+](=O)[O-])cc1	.	43	i

Going on with the list.
SMILES	STK33 inh	OX1R antag	KCNQ2 block
O=C(c1ccc(NS(=O)(=O)c2ccc3c(c2)OCCO3)cc1)N1CCCCC1	-0.9	13	i
COc1ccccc1NC(=O)c1cc2ccc(O)cc2o/c1=N\O	4.4	39	i
Cc1cc(/C=N/NC(=O)c2cc3ccccc3o2)c(C)n1C	-2.0	34	i
COC(=O)c1ccccc1Oc1nc(Cl)cc(OC)n1	-0.5	15	i
Cc1ccccc1S(=O)(=O)Cc1ccc(C(=O)NCCCOC(C)C)o1	-1.2	9	i
COc1ccc(-n2c(=S)[nH]c3cc(C(=O)NCCCN4CCOCC4)ccc3c2=O)cc1OC	-0.7	9	i
O=C(O)C1C2C=CC(C2)C1C(=O)NCCc1ccccc1 (stereo not drawn)	0.1	11	i
CC1CCN(c2c([N+](=O)[O-])c(=O)oc3ccccc23)CC1	-1.9	16	i
O=C(CSc1nnc(-c2cccs2)n1-c1cccc(Cl)c1)c1cccc2c1OCCO2	0.2	14	i
O=C(NCCc1cccc(Cl)c1)C1CCC(=O)N(Cc2ccc(Cl)cc2)C1 (stereo not drawn)	-0.5	16	i
CC(OC(=O)C1=Cc2ccccc2OC1)C(=O)NCc1ccco1 (stereo not drawn)	1.0	38	i
CC(C)CC(C(=O)OCC(=O)c1c(N)n(C)c(=O)n(C)c1=O)N1C(=O)C2CC=CCC2C1=O (stereo not drawn)	-1.6	28	i
CCc1nc(C(N)=O)c2[nH]c(=O)n(-c3ccc(OC)cc3OC)c2n1	-1.0	9	i
Cc1cc(OCC(O)CNC(C)c2ccccc2)ccc1C(C)C (stereo not drawn)	1.7	4	i
O=C(c1cc2cc(F)ccc2[nH]1)N1CCc2ccccc21	-1.8	.	i
CCOC(=O)c1ccc(N/C(=N\S(=O)(=O)c2ccc(F)cc2F)c2ccccc2)cc1	1.5	34	i

Bioassay records: PubChem, several laboratories
